Peg3 prom inh – Peg3 promoter activity inhibition; HeLa PEG-Prom luciferase reporter, luminescence, overnight; inhibition, % at 20 µM; 360,000 tested, 1.7% active;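 active means inhibition of at least 50% at 20 µM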
C8 TRAIL sens – sensitizes caspase-8 expressing cells to TRAIL. NB7+C8 cells + TRAIL, ATPlite viability luminescence. inhibition (viability loss, TRAIL sensitization), % at 10 µM. 360,000 tested, 1% active. AID 624354;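 active means compounds causing at least 50% loss of cell viability in the single-dose screen, relative to plate controls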
MITF TRPM1 inh – reduces MITF-dependent TRPM1 promoter luciferase signal. 330,000 tested, 0.83% active. SK-MEL-5 TRPM1 promoter luciferase, 24 h. inhibition, % at 12.5 µM;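 active means mean inhibition across replicates of 60% or more, whatever share of single replicates reaches that level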; further: values of inactives mirror those of a sister screen read the other way
TROY signal inh – inhibitors of TROY-dependent NF-kB signaling | inhibition, % at 10 µM | 360,000 tested, 0.98% active | Q293 LMP1-TROYcd NF-kB luciferase reporter, 4 h | AID 1347056;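 active means compounds whose plate-normalised and pattern-corrected inhibition of the luciferase reporter signal at the single screening dose is 50% or more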
CF NFkB inh – blocks PAF-induced NF-kB reporter in cystic fibrosis cells. KKLEB NF-kB-GFP reporter, GFP fluorescence overnight. inhibition, % at 5 µM. 360,000 tested, 0.86% active. AID 588850;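 active means at least 50% inhibition at 5 µM, scaled per plate between neutral and stimulator controls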;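 further: PAF is a Pseudomonas aeruginosa culture filtrate used as stimulus; plate controls were PAF-stimulated DMSO wells for no effect and unstimulated DMSO wells for full effect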
KKLEB tox – CF airway cell cytotoxicity counter-screen; KKLEB CF airway cells viability, ATPlite luminescence, overnight; active compounds read low; cells stimulated with P. aeruginosa culture filtrate; activity change (cytotoxicity), % at 5 µM; 360,000 tested, 0.36% active;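 active means corrected activity change at or below -50% at 5 µM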
Shn3 3UTR inh – Schnurri-3 reporter inhibition in Clone20 osteoblasts | Clone20 osteoblast Shn3 3'UTR firefly luciferase, 24 h | inhibition, % at 12.5 µM | 360,000 tested, 0.52% active | AID 588674;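 active means mean inhibition of at least 75% with every replicate also reaching 75%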;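 further: 0% = median of neutral control wells and 100% = pilot-screen positive control compound; some compounds past the cut are filed as inactive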
HIF-2a inh – HIF-2a inhibition. 786-0 RCC cells HIF-2a reporter, luciferase luminescence, overnight. inhibition, % at 18.8 µM. 360,000 tested, 0.72% active. AID 624352;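 active means inhibition of the luminescence signal of 40% or more relative to plate controls, in a single-dose primary screen at 18.75 µM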
TWEAK Fn14 block – blocks TWEAK-Fn14 interaction in a reporter cell assay | TWEAK-stimulated Fn14 reporter cells, luciferase luminescence, 8 h | inhibition, % at 10 µM | 360,000 tested, 2% active | AID 1159606; in the data active means inhibition above about 50%
NR2E3 ag-1 – human photoreceptor-specific nuclear receptor agonism | Q9Y5X4 | CHO-S Gal4-NCOR/VP16-NR2E3 two-hybrid, luciferase | inhibition of corepressor binding, % at 3.98 µM | 360,000 tested, 0.35% active | AID 602229;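 active means inhibition above the mean of all tested compounds plus 3 SD, cut at about 70% in these data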;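 further: 0% = DMSO with NR2E3 transfected cells and 100% = cells lacking NR2E3 construct; higher means lower luciferase signal from less NR2E3 corepressor binding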
Target sequence (Q9Y5X4 whole entry, looked up, the tested form may be a part): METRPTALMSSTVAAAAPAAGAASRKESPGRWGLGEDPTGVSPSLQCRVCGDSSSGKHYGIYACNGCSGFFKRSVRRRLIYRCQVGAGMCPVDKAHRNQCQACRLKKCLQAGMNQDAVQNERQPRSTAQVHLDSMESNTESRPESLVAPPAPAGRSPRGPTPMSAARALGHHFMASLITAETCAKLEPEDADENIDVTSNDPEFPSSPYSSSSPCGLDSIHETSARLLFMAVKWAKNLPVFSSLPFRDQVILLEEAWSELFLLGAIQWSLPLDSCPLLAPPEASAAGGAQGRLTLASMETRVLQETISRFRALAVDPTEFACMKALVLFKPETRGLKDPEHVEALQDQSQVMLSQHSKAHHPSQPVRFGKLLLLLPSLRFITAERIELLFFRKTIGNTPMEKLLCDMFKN
NR2E3 ag-2 – agonists of human nuclear receptor NR2E3; GST-NR2E3/biotin-RetCOR TR-FRET, 1536-well; inhibition of corepressor binding, % at 4.78 µM; Q9Y5X4; AID 2300; 320,000 tested, 0.12% active;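 active means percent inhibition above the cutoff of mean plus 3 SD of all tested compounds, set per screening campaign, cut at about 20% in these data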;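 further: 0% = DMSO wells and 100% = biotin wells as full block of FRET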
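Material: NR2E3–RetCOR corepressor complex | Quantity: 1.35 nM GST-tagged NR2E3 final | Schedule: 5 h at 4 °C | Replication: Singlicate compound wells | Reagent: RetCOR corepressor, biotinylated, 7 nM | Controls: Biotin wells as high control, 0.6% DMSO wells as low control | Signal: TR-FRET, Eu(K)-anti-GST donor, streptavidin-D2 acceptor, ex 340, em 617/671 nm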
Starred values were filed as active, the others as inactive; . = no result given. Only part of the results is shown; rates above refer to the full screens.

SMILES	Peg3 prom inh	C8 TRAIL sens	MITF TRPM1 inh	TROY signal inh	CF NFkB inh	KKLEB tox	Shn3 3UTR inh	HIF-2a inh	TWEAK Fn14 block	NR2E3 ag-1	NR2E3 ag-2
COc1cccc(N(CC(=O)N2CCN(Cc3ccccc3)CC2)S(C)(=O)=O)c1	8	-2	.	18	8	4	-17	11	10	-25	.
CCn1c(C)nnc1SCC(=O)Nc1nccs1	-6	-6	2	-6	-8	7	-9	20	11	-18	-3
O=C(Cn1cnc2c(oc3ccccc32)c1=O)NCCc1ccccc1	-8	-2	10	-23	-2	-1	-1	-79	-15	-11	5
CC(C)(C)N(Cc1ccccc1)C(=O)CSc1nc2ccccc2c(=O)[nH]1	15	-13	9	9	10	0	-35	-5	9	-9	-2
CCOc1ccc(C(C(=O)NCC2CCCO2)N(C(=O)c2snc(C(N)=O)c2N)c2cccc(F)c2)cc1 (stereo unspecified)	22	-19	4	4	-3	5	-1	22	2	-14	1
COc1ccc(C(=O)COC(=O)c2cc(S(=O)(=O)NCc3ccccc3)ccc2O)cc1	7	-10	7	-15	-11	3	-8	16	-17	9	1
CS(=O)(=O)Nc1ccc(C(=O)NC2CCCCC2)cc1	26	1	0	-15	-1	4	-1	1	-16	-19	0
Cc1cccc(Nc2ncc3c(n2)CC(c2ccco2)CC3=O)c1 (stereo unspecified)	-20	0	-15	5	12	6	4	-93	-37	-41	2
CC1CC(C)(C)CC2(C1)NC(=S)N(c1ccccc1)N2 (stereo unspecified)	0	-7	-14	-22	-9	2	-18	23	-11	-11	2
COc1ccccc1-n1cc(C(=O)NCC(=O)N2CCN(c3ccccc3)CC2)c2ccccc2c1=O	-145	32	-41	-22	-9	11	-49	-126	-7	-70	-4
CC1CN(C(=O)CS(=O)(=O)Cc2ccc(Cl)cc2)CC(C)O1 (stereo unspecified)	-13	-4	-9	-2	4	6	-18	13	-3	5	4
CCCCNc1c(CCc2ccccc2)nc2nc(C)cc(C)n12	.	-15	.	-15	.	.	.	11	-7	-15	.
O=C(COC(=O)c1cc(NS(=O)(=O)c2cccs2)ccc1O)Nc1ccccc1	8	15	6	-3	12	-8	3	10	-7	-22	0
O=c1c2c(ncn1CCO)nc1n2CCC1	0	-4	4	-9	4	-9	20	8	-3	2	-4
CC(C)c1c(O)nc(SCCN2CCOCC2)[nH]c1=O	2	-23	0	-1	5	6	-5	2	3	-1	1
CN(C)CCNC(=O)c1cccc(NS(=O)(=O)c2ccc(Cl)c(Cl)c2)c1	7	1	0	6	-3	6	1	11	-9	-19	4
CCN1C(=O)N(S(=O)(=O)C(F)(F)F)[C@@H](c2ccccc2)C(C(=O)OC)=C1C	14	0	-3	-1	23	-2	-2	13	9	20	-1
CCN(CC1COc2ccccc2O1)S(=O)(=O)c1ccc(C)cc1 (stereo unspecified)	18	-3	3	21	6	6	31	3	-15	-17	-5
O=c1oc(=O)c2ccccc2c2ccccc12	-10	-6	9	5	-6	11	-9	0	-9	3	.
Cc1ccc(S(=O)(=O)NCCNC(=O)c2ccc(C)nc2)cc1	-7	3	9	4	-5	3	-8	-1	4	-7	-3
CCC(C(=O)NCC1CCCO1)N(C(=O)CNS(=O)(=O)c1ccccc1)c1ccc(F)cc1 (stereo unspecified)	-9	2	-3	-4	-9	8	-1	17	14	-29	5
Cc1cccc(OCc2nnc(SCC(=O)N3CCCCC3)o2)c1	14	28	9	-29	-10	-4	-14	5	-3	-6	2
O=C(NCCSCc1ccc(Cl)cc1)c1cccs1	8	-5	-8	3	-24	4	-8	6	0	26	1
CC1=C(OC(=O)C(C)(C)C)C(C)(C)C(c2ccccc2)OC1=O (stereo unspecified)	13	4	1	-3	0	14	24	3	-4	7	-5
Cc1cc(C)n2c(Nc3ccc4c(c3)OCCO4)c(-c3ccc(C)o3)nc2n1	-158	-9	-20	-20	17	1	-53	-178	39	-94	3

3 compounds already listed, sorted by the number in Peg3 prom inh, lowest first.
compound | Peg3 prom inh
CCC(C(=O)NCC1CCCO1)N(C(=O)CNS(=O)(=O)c1ccccc1)c1ccc(F)cc1 (stereo unspecified) | -9
CC1CC(C)(C)CC2(C1)NC(=S)N(c1ccccc1)N2 (stereo unspecified) | 0
COc1cccc(N(CC(=O)N2CCN(Cc3ccccc3)CC2)S(C)(=O)=O)c1 | 8

Later entries:
SMILES	Peg3 prom inh	C8 TRAIL sens	MITF TRPM1 inh	TROY signal inh	CF NFkB inh	KKLEB tox	Shn3 3UTR inh	HIF-2a inh	TWEAK Fn14 block	NR2E3 ag-1	NR2E3 ag-2
O=C1C=C(Nc2ccc(Cl)cc2)CC(c2ccccc2)C1 (stereo unspecified)	10	-18	3	4	15	-2	20	14	18	-1	-3
CCCCNC(=O)CSc1nnc(Cc2ccccc2)n1CC1CCCO1 (stereo unspecified)	19	-5	-2	-4	5	0	4	18	17	0	3
CC(C)C[C@@H](CN)NC(=O)c1nc[nH]c1C(=O)N[C@@H](Cc1ccccc1)C(=O)CNC[C@H](C)NC(=O)c1nc[nH]c1C(=O)N[C@@H](CC(=O)O)C(=O)O	-8	-9	-4	13	-25	8	-10	-1	4	-8	.
COC(=O)c1nc2n(n1)C(c1cc(OC)ccc1OC)C(C(=O)OC1CCCCC1)=C(C)N2 (stereo unspecified)	-3	-3	6	-8	-26	-14	-8	-6	13	-13	4
CCOC(=O)N1CCN(C(=O)c2ccc(NS(=O)(=O)c3ccc4[nH]c(=O)[nH]c4c3)cc2)CC1	-14	7	-2	-10	0	18	-23	6	9	3	-3
COc1ccccc1CCNC(=O)CN1C(=O)c2ccccc2S1(=O)=O	7	6	2	-39	-2	12	5	-10	1	-9	-3
CCS(=O)(=O)c1ccc2oc(Nc3ccc(OC)cc3)nc2c1	-57	-14	-24	-8	2	3	-8	-76	-17	-10	-1
O=C(NCC(c1cccnc1)N1CCN(c2ccc(F)cc2)CC1)c1ccc2c(c1)OCO2 (stereo unspecified)	-12	8	1	8	0	-3	8	5	19	-20	1
COc1ccccc1Nc1cc2cc(Br)ccc2c(=O)[nH]1	11	14	16	8	19	-4	-5	4	17	12	9
Cc1ccccc1NC(=O)c1ccc(F)c(S(=O)(=O)N2CCCCC2)c1	26	18	-3	-13	10	10	7	-3	-7	-11	4
CC(C)NC(=O)C1CCN(C2CCN(C(=O)c3ccc4cccc(F)c4n3)CC2)CC1	16	-5	-3	-5	-1	-2	-2	9	3	-13	-4
CCn1nc(CCC(=O)O)c2ccccc2c1=O	-57	-5	1	-9	-6	8	-14	9	1	-3	-2
COc1cccc(-n2c(SCC(N)=O)nc3c([nH]c4ccccc43)c2=O)c1	13	-13	16	-6	11	-7	8	7	-8	-22	0
CC1(C)CC(=O)C2=C(C1)N(Cc1ccco1)C(=O)NC2(C(F)(F)F)C(F)(F)F	17	-13	-2	-4	6	2	11	15	-6	-2	3
COc1ccc(NC(=O)C2Cc3c(-c4cccc(NC(C)=O)c4)ccnc3O2)cc1OC (stereo unspecified)	24	25	.	33	-9	0	47	12	25	-10	.
CC1(C)OC(=O)C=C[C@]2(C)[C@H]3CC[C@@]4(C)[C@H](C(=O)O)OC(=O)[C@H]5O[C@]54[C@]3(C)C(=O)C[C@@H]12	2	-8	-3	-28	20	7	-4	-3	0	12	3
COc1ccc(C(=O)C2CCCN(C(=O)c3cc(C(C)C)no3)C2)cc1F (stereo unspecified)	5	-2	-8	-5	-9	-6	8	17	7	-17	-1
COc1ccccc1CN1C(=O)CN(C2CCCC2)C(=O)C1c1ccc(F)cc1 (stereo unspecified)	17	14	-5	-7	2	3	4	7	18	-29	1
CC(NC(=O)c1ccccc1Cl)C(=O)N1CCN(Cc2ccc3c(c2)OCO3)CC1 (stereo unspecified)	7	-12	-2	-23	17	7	-3	6	13	-16	3
O=C(CC1NCCNC1=O)Nc1ccc([N+](=O)[O-])cc1 (stereo unspecified)	-52	-15	-13	-12	-33	1	-13	-95	-4	-58	2
CCc1ccc(N(CC(=O)NCc2ccc(OC)cc2)C(=O)CCC(=O)Nc2ccccn2)cc1	17	1	0	-9	-7	0	6	12	-6	-7	7
COc1cccc(OC)c1C(=O)NC(=S)Nc1cccc(NC(=O)c2ccco2)c1	13	1	-7	-3	12	3	16	8	-4	0	4
Cc1nn(-c2ccccc2)c(C)c1C(=O)OCC(=O)N1c2ccccc2NC(=O)C1(C)C	59*	8	15	0	2	5	8	6	43	-9	3
Cc1cc([N+](=O)[O-])c(C)cc1-c1ccc(/C=N/NC(=O)Cn2nnnc2N)o1	-25	-7	-11	-2	-40	6	-6	-1	-39	7	4
COc1ccc2c(c1OC)C(=O)N(c1cccc(NC(C)=O)c1)C2	-109	11	-23	-45	-6	-6	-42	-163	-13	-51	-1
(further entries)
SMILES	Peg3 prom inh	C8 TRAIL sens	MITF TRPM1 inh	TROY signal inh	CF NFkB inh	KKLEB tox	Shn3 3UTR inh	HIF-2a inh	TWEAK Fn14 block	NR2E3 ag-1	NR2E3 ag-2
C=C1C(=O)OCC2C(C(=O)O)=CC3C(C)C(C)=CC123 (stereo unspecified)	27	46	.	-17	37	-9	12	4	7	10	.
Cc1sc2ncn(CC(=O)N3CCC(C(N)=O)CC3)c(=O)c2c1S(=O)(=O)N1CC(C)CC(C)C1 (stereo unspecified)	5	20	-4	-18	6	-4	-1	7	14	-11	5
CNC(=O)CN(c1cc(C)ccc1C)S(C)(=O)=O	3	-13	-6	13	-1	0	-4	5	-6	-24	-1
CC(=O)OC(C)(CCC(C)(OC(C)=O)C(C)=O)C(C)=O (stereo unspecified)	0	5	-2	6	8	-1	-7	11	-8	-40	.
CNC(=S)N(Cc1cc2ccc(OC)cc2[nH]c1=O)CC1CCCO1 (stereo unspecified)	13	-2	4	4	-15	0	-6	14	8	4	-3
Cc1ccc(-n2ccc(=O)c(C(=O)Nc3ccc(S(=O)(=O)N4CCOCC4)cc3)n2)cc1	11	-1	-7	4	18	-10	-9	13	-10	-10	0
NC(=O)c1sc2nc(-c3ccccc3)ccc2c1N	-149	4	-24	-40	6	5	-67	-201	-16	-116	4
Cc1ccc(N(CC(=O)NCC2CCCO2)C(=O)CCC(=O)Nc2ccccn2)cc1C (stereo unspecified)	25	7	-4	-25	1	-3	11	-5	5	-25	1
Cc1ccc(S(=O)(=O)NCC(=O)OCCOc2cccc(Cl)c2)cc1	11	-2	4	10	21	6	-8	-6	16	-6	6
COC(=O)c1cc(=O)nc(NN=Cc2ccc(OC)cc2)s1	-27	8	.	-40	-4	-4	-10	-40	-21	-19	.
COc1ccc2nc(SCc3cccnc3)c(C#N)cc2c1	-39	0	-28	-39	-2	-4	-12	-39	-43	-49	3
O=C(NCc1ccccc1)C12CN(Cc3ccccc3)CC1C(c1cccc([N+](=O)[O-])c1)=NO2 (stereo unspecified)	7	-10	4	-9	-9	1	31	2	-8	16	2
O=C(COC(=O)c1ccccc1[N+](=O)[O-])NNC(=O)c1cccs1	3	-1	14	10	5	-6	-8	-1	-2	-11	2
COc1ccc(Cl)cc1NC(=O)CCCn1c(=O)c2cccn2c2cccnc21	13	2	.	2	20	-17	1	9	-20	-16	.
